EPAC2 antag: EPAC2 (human) antagonism | 0.18% of 360,000 active | AID 720708 | Potency, µM (top dose mostly 114 µM), for inactives: at the highest dose activity, negative = inhibition, most hits filed as inhibitors | Q8WZA2 | EPAC2 GEF exchange of Rap1B-BODIPY-GDP, fluorescence; also: potency is read from the fitted curve at half-maximal effect; % is scaled to controls: 0 for no effect and ±100 for the full control effect; nearly all actives have a fitted effect of over 45% in size; many of its hits are not listed in these tables
Target sequence (Q8WZA2 whole entry, looked up): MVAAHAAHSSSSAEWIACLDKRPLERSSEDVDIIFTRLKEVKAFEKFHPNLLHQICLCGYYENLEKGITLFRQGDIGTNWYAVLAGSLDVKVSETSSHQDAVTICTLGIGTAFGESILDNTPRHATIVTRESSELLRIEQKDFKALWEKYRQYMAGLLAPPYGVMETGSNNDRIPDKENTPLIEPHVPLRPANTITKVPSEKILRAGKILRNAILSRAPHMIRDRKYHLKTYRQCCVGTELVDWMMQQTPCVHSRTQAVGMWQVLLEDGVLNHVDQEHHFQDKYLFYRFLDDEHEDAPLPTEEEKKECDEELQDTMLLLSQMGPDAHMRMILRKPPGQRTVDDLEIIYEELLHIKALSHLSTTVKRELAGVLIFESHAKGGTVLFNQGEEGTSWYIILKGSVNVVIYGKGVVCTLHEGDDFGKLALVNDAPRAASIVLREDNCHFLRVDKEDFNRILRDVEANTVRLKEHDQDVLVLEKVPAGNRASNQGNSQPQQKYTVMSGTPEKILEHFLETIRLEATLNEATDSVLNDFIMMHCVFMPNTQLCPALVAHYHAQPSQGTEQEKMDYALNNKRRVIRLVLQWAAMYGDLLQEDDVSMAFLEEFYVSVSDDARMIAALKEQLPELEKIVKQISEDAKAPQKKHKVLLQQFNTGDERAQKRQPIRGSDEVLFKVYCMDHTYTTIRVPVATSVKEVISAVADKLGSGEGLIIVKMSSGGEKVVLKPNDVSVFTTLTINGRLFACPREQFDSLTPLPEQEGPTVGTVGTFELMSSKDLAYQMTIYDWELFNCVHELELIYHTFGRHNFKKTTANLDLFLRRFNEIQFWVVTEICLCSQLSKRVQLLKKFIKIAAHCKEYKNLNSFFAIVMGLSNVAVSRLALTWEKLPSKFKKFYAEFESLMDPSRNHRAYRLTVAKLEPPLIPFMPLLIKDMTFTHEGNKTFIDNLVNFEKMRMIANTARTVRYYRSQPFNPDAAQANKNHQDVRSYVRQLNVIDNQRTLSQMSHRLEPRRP
Abeta rescue: A-beta toxicity reversal in yeast. yeast expressing A-beta42, growth rescue, OD600, 48 h; response scale: 0% DMSO, 100% iron-clioquinol control. Potency, µM (titrated, usually from 46.1 µM), without a hit: at the highest dose growth rescue, usual class: activators. 0.063% of 410,000 active; also: potency is read from the fitted curve at half-maximal effect; nearly all actives have a fitted effect of over 55% in size
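Yeast growth medium received pinned compounds, then yeast cells expressing toxic A-beta were added; plates incubated at 30 C for 48 hr. Growth read as absorbance at 600 nm, normalized to DMSO and equimolar FeCl3 plus clioquinol controls.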
DRD3 agonist: D3 dopamine receptor (human) agonism | P35462 | D3R DiscoveRx beta-arrestin cells, luminescence, 90 min | max activation, % | 0.58% of 410,000 active; in the data active = max activation above about 30%; also: 0% is about no effect; mostly tested at two doses, the higher about 12 µM
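Cells at 1500/well, incubated overnight, then treated with pinned compounds (dopamine as control) for 90 min at 37 degrees C. DiscoveRx reagent added for 30 - 60 minutes at room temperature; luminescence read.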
TDP-43 yeast inh: inhibitors of TDP-43 toxicity in yeast; TDP-43 expressing yeast growth rescue, BacTiter-Glo, 24 h; Potency, µM (doses to about 46.1 µM), without a hit: top-dose growth rescue (activation), most hits filed as activators; 1.8% of 410,000 active; AID 652104; also: potency is read from the fitted curve at half-maximal effect; % of control where 0% means no effect; nearly all actives have a fitted effect of over 50% in size
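In this qHTS, compounds that restore growth of yeast expressing TDP-43 appear as activators. Cells (OD600=0.02, galactose medium, raffinose-pregrown) are incubated with compound 24 hr at 30 deg C and growth is quantified by BacTiter-Glo.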
aSyn yeast inh: alpha-synuclein toxicity inhibition in yeast | 0.14% of 370,000 active | AID 652106 | Yeast expressing alpha-synuclein, growth rescue, BacTiter-Glo, 24 h | Potency, µM (series often up to 46.1 µM), for the others: at the highest dose growth rescue (activation), most hits filed as activators; also: potency is read from the fitted curve at half-maximal effect; % of control where 0% means no effect; nearly all actives have a fitted effect of over 65% in size
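Screening used galactose-induced yeast with toxic alpha-synuclein levels, exposed to compound for 24 hr at 30 deg C. Cell growth, read with BacTiter-Glo luminescence, gave the measured signal.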
DRD3 antagonist: antagonists of human D3 dopamine receptor | 2.5% of 360,000 active | max response, negative = inhibition, % | D3R cells, DiscoveRx beta-arrestin luminescence, antagonist mode; hits give low values; in the data active = max response below about -50%; inconclusive = no clear call, values can overlap the other calls; also: % is scaled to controls: 0 for no effect and ±100 for the full control effect; mostly tested at two doses, the higher about 12 µM
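Cells plated overnight at 1500 cells/well, then exposed to library compounds with dopamine controls for 90 minutes at 37 degrees C. DiscoveRx reagent added for 30–60 minutes at room temperature; luminescence read, quantitative HTS format.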
EPAC2 ag: agonists of human EPAC2 (RAPGEF4); AID 720711; 0.079% of 360,000 active; EPAC2 activation, biochemical qHTS; response scale: 100% = 6.5 mM cAMP response; Q8WZA2; Potency, µM (titrated, usually from 154 µM), for inactives: at the highest dose activation, usual class: activators; also: potency is read from the fitted curve at half-maximal effect; nearly all actives have a fitted effect of over 50% in size
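Fluorescence exchange assay: 100 nM EPAC2 with 250 nM RAP1B-BODIPY-GDP and 50 uM GDP; compounds tested as a concentration-titration series (qHTS). Loss of Rap1-bound BODIPY-GDP fluorescence read at 480/540 nm; data normalized to 6.5 mM cAMP.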
FUS yeast rescue: FUS proteinopathy suppression in yeast; Potency, µM (highest dose often 76.6 µM), without a hit: at the top dose growth rescue (activation), usual class: activators; 0.24% of 390,000 active; S. cerevisiae FUS-expressing, growth rescue, OD600, 24 h; AID 1347120;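 also: potency is read from the fitted curve at half-maximal effect; plate controls were DMSO vehicle for no effect and reference control for full effect; nearly all actives have a fitted effect of over 55% in size; some results filed as inactive show a strong effect at the top dose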
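Absorbance at 600 nm, taken 24hr after compound addition, measured rescue of FUS-yeast growth at 30C. Induction used 2% galactose with seeding at OD 0.005. Controls: CP55940 from 92uM final, DMSO only.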
An asterisk follows results filed as active; ? = inconclusive; · = not tested or not shown; [ ] = dose if it differs, or a comment. Unless noted, calls follow the shape of the dose curve; as a rule, active = well fitted curve in the direction sought with a large enough effect; inconclusive = small, poorly fitted or top-dose-only effect, or another doubt; inactive = no such curve, though single readings can be large; an effect the other way counts as inactive or inconclusive. This is a subset (hit frequency here may not be typical).

molecule,EPAC2 antag,Abeta rescue,DRD3 agonist,TDP-43 yeast inh,aSyn yeast inh,DRD3 antagonist,EPAC2 ag,FUS yeast rescue
O=C1[C@H]2[C@@H](c3ccccc3)N[C@]3(CCCN(Cc4ccc(Br)cc4)C3=O)[C@H]2C(=O)N1Cc1ccccc1,2%,9%,-7,?,5%,-17,17%,?
COc1ccc(OC)c(NC(=O)c2ccc(OC3CSC3)cc2)c1,10%,?,7,13µM*,-10%,4,13%,19%
CCN(CC(=O)Nc1cc(S(=O)(=O)N2CCCCC2)ccc1C)Cc1ccccc1,-1%,-1%,-9,4%,-11%,6,11%,22%
COc1ccc(S(=O)(=O)N2CCOCC2)cc1C(=O)Nc1ccc2c(c1)OCO2,-2%,7%,4,0%,1%,7,0%,·
OC[C@@H]1CCCN1Cc1cn(-c2ccccc2)nc1-c1ccc2c(c1)OCO2,-1%,?,-11,-1%,-9%,8,12%,2%
CN(C(=S)NC(=O)c1ccc(Cl)cc1)C1CCCCC1,1%,?,2,12%,-8%,6,-7%,51%
COc1cc(NC(=O)c2ccco2)c(C(=O)OCC(=O)Nc2ncc(Cl)cc2Cl)cc1OC,14%,3%,10,-26%,-2%,19,-5%,34%
c1ccc(-n2ncc3c(NCCCN4CCOCC4)ncnc32)cc1,-2%,-24%,-4,11%,·,?,6%,-5%
COc1ccc(/C=C2/S/C(=N/N=C3\CC4CCC3(C)C4(C)C)NC2=O)cc1 (stereo not given),2%,10%,7,22%,2%,86,-2%,-16%
Cc1cccc(-n2cc(C(=O)O)c(=O)cc2C)c1,6%,3%,20,-4%[0.397 µM],6%,6,-2%,1%
CCc1nc2c(OCc3ccc(Cl)cc3Cl)cccn2c1N(C=O)Cc1ccc(OC)cc1,-5%,19%,5,0%,25%,54,12%,-1%
O=C1CC2(CCN(C(=O)COc3ccccc3)CC2)Oc2ccccc21,4%,12%,7,8%,6%,11,2%,2%
COc1ccc(C(=O)c2c(C)oc3ccc(O)cc23)cc1,?,7%,-5,?,11%,-14,17%,-20%
COc1ccc(NCC(=O)Nc2c(C)cccc2C)cc1S(=O)(=O)N1CCOCC1,3%,-4%,5,4%,-8%,2,20%,-21%
COc1ccc(-c2c[n+]3c(n2-c2ccc(C)cc2)CCCCC3)cc1,24%,-2%,-17,-3%[1.82 µM],1%,-8,0%,19%
Cc1ccc(C(C)C)c(OCC(=O)Nc2cccc(-c3nc4ncccc4o3)c2)c1,·,-3%,8,22µM*,·,·,·,-5%
COC(=O)C1=C(N)Oc2cc(C)n(C)c(=O)c2C1c1ccc(Cl)cc1 (stereo not given),7%,-3%,-2,-4%,-5%,-23,-9%,29%
CC1CCCCC1NC(=O)C1CC=CCC1C(=O)O (stereo not given),20%,-1%,-7,0%,0%,17,1%,·
Cc1ccsc1-c1nc(CN2CCN(C)C(=O)[C@@H]2C)c(C)o1,-7%,17%,4,-3%[0.397 µM],4%,-3,4%,12%
Cc1ccc(CNC(=O)CCCCn2c(=O)c3ccccc3n(Cc3ccc(Cl)cc3)c2=O)cc1,·,-9%,-17,8%,·,·,·,2%

The last two compounds of the part before come first, to join the parts.
molecule,EPAC2 antag,Abeta rescue,DRD3 agonist,TDP-43 yeast inh,aSyn yeast inh,DRD3 antagonist,EPAC2 ag,FUS yeast rescue
Cc1ccsc1-c1nc(CN2CCN(C)C(=O)[C@@H]2C)c(C)o1,-7%,17%,4,-3%[0.397 µM],4%,-3,4%,12%
Cc1ccc(CNC(=O)CCCCn2c(=O)c3ccccc3n(Cc3ccc(Cl)cc3)c2=O)cc1,·,-9%,-17,8%,·,·,·,2%
c1ccc2c(c1)COc1c3cc4c(cc3nn1-2)OCO4,?,-37%[inhibitor],6,1%,2%,20,9%,-16%
CCOC(=O)C1=CCN(S(=O)(=O)c2ccccc2F)C1c1ccc(Cl)c(Cl)c1 (stereo not given),-4%,9%,-4,24%,17%,4,14%,22%
Cc1cccc(C)c1NC(=O)CCS(=O)(=O)c1ccc2c(c1)CC(C)N2C(=O)C1CC1 (stereo not given),·,-15%,4,-7%,·,·,·,10%
CCOc1ccccc1NC(=O)c1c(NCc2cccs2)sc2c1CCC(C)C2 (stereo not given),·,6%,7,5%,·,·,·,3%
COc1ccc(N2CCN(C(CNC(=O)C(=O)NC3CC3)c3ccco3)CC2)cc1 (stereo not given),12%,3%,-1,5%,-1%,19,7%,1%
CCC(C)NC(=O)CSc1nc2c(sc3ccccc32)c(=O)n1CCc1ccc(OC)c(OC)c1 (stereo not given),·,-4%,-5,13%,·,·,·,3%
CCOC(=O)CSc1nc2ccc(NC(=O)COc3ccccc3C)cc2s1,·,-10%,4,3%,·,·,·,5%
COc1ccc(S(=O)(=O)NCCSCc2ccco2)cc1C,-2%,9%,-6,-6%,3%,-13,-3%,10%
Cc1ccc(S(=O)(=O)c2nnn3c2nc(NCc2ccccc2)c2sccc23)cc1,·,-3%,-2,-4%,·,·,·,-3%
COc1ccc(NS(=O)(=O)c2csc(C(N)=O)c2)cc1OC,0%,-12%,11,4%,2%,-16,5%,7%
Cc1cccc(NS(=O)(=O)c2cccc(C(=O)N3CCCC3)c2)c1,-27%,-16%,3,-13%,0%,5,5%,8%
FC(F)(F)c1cccnc1N1CCN(c2ncnc3nc[nH]c23)CC1,2%,8%,-2,0%,12%,35,8%,-2%
CC1CCc2nc(NC(=O)c3ccco3)sc2C1 (stereo not given),-2%,-25%,3,0%,-16%,0,2%,-2%
Cc1ccccc1C(=O)Nc1ccnn1C1CCN(CCCc2ccccc2)CC1,-5%,2%,-18,-3%,7%,-2,-2%,·
c1cncc(-c2nc(NCc3ccc4c(c3)OCO4)c3ccccc3n2)c1,4%,-16%,-5,-3%,4%,17,8%,3%
COCCCn1c(-c2cccc(Cl)c2)nc2c1c(=O)[nH]c(=O)n2Cc1ccccc1,5%,-3%,11,-8%,0%,-10,-2%,12%
CC1(Cc2ccccc2OC(F)(F)F)C(=O)Nc2cc(-c3ccccc3Cl)ccc21 (stereo not given),?,11%,7,26%,3%,22,-8%,-3%
Cc1cc(C(C)(C)C)cc(S(=O)(=O)Nc2ccc(C(=O)O)cc2)c1C,3%,-33%,6,11%,1%,0,1%,21%
CC(=O)N1C(=O)N(C(C)=O)C2C1N(C)C(=O)N2C(C)=O (stereo not given),4%,-3%,3,-10%,7%,4,0%,18%
Cn1c(CNc2ccc(O)cc2)nc2ccccc21,17%,-4%,3,7%,-4%,-3,17%,-12%
COc1cccc(/C=N/NC(=S)Nc2cccc(S(=O)(=O)N(C)C)c2)c1,-3%,4%,1,-3%,1%,3,24%,-15%
Cc1ccc(S(=O)(=O)NC(C)C(=O)N2CCOCCOCCOCC2)cc1 (stereo not given),2%,-7%,0,1%,3%,3,3%,-27%
CCc1ccccc1NC(=O)CN1CCN(CC(=O)Nc2cc(C)ccc2OC)CC1,7%,-10%,0,0%,-8%,-8,15%,-21%
Cc1ccccc1OCC(=O)N(Cc1nnc(-c2ccc(Cl)cc2)o1)C(C)C,-8%,-9%,-4,27%,1%,-12,8%,?
COc1cccc(/C=N/NC(=O)c2cc3c(OC)cccc3[nH]2)c1O,17%,-4%,7,1%,22%,0,5%,29%
CCC(CO)Oc1cc(NCc2ccc(C(C)(C)C)cc2)c2ncn(C(C)C)c2c1 (stereo not given),?,0%,29,22%,-33%[inhibitor],23,-2%,?
CC(=O)Nc1ccc(-c2ccnc3c2CC(C)(C(=O)Nc2cccc(OC(F)(F)F)c2)O3)cc1 (stereo not given),-23%,-36%[inhibitor],3,0%,-29%,-2,9%,?
CCc1ccc(NC(=O)CC2C(=O)N(c3cccc(OC)c3)C(=O)N2CCOC)cc1 (stereo not given),0%,6%,-6,16%,12%,1,-1%,0%
COc1ccc(Cn2cc(CN3CC(N4CCN(Cc5ccccc5F)CC4)CS3(=O)=O)nn2)cc1 (stereo not given),3%,-19%,-9,4%,?,0,-1%,-17%
Cn1cc(S(=O)(=O)N2CCc3ccccc32)cc1C(=O)NC(C)(C)C,0%,6%,7,10%,0%,2,-4%,2%
COCCN1CCN(C(=O)c2cc(COc3cncc(Cl)c3)on2)CC1,-9%,13%,11,-11%,-1%,13,0%,·
CCCCOc1ccc(NC(=O)CCSc2nccn2C)cc1,-3%,-6%,3,19%,2%,-26,3%,10%
O=C1C=C(c2ccc(F)cc2OCc2ccccc2)C[C@@H](c2ccc3c(c2)OCO3)C1,-23%,-12%,10,-2%,12%,32,-4%,2%
CCn1c(NCc2cc(Br)ccc2NS(=O)(=O)c2ccc(C)cc2)nc2ccccc21,3%,34%,-6,10%,-10%,0,3%,?
Cc1nonc1CN(C)C(=O)CC1C(=O)NCCN1Cc1c(F)cccc1Cl (stereo not given),1%,-7%,7,9%,0%,1,13%,-6%
Cc1cc(C)cc(OC(=O)C23CCC(C)(C(=O)O2)C3(C)C)c1 (stereo not given),-11%,-3%,-5,2%,-5%,3,8%,11%
CCOc1cccc(C2C(C(=O)c3ccc(C)o3)=C(O)C(=O)N2c2nccs2)c1 (stereo not given),-23%,-19%,-1,-2%,-4%,?,-58%[inhibitor],?
O=C(CCc1nc2ccccc2c(=O)[nH]1)OCc1ccc(-c2ccccc2)cc1,19%,1%,-28,-21%,-5%,-21,2%,25%
CCCCCN(C(=O)CN1CCC(Cc2ccccc2)CC1)c1c(N)n(CCCC)c(=O)[nH]c1=O,?,-3%,-6,-11%,5%,-7,-2%,7%
Cc1nc2nc(-c3cccnc3)[nH]n2c(=O)c1Cc1ccccc1,0%,0%,1,9%,-11%,13,-4%,4%
COc1ccc([C@H]2CC(=O)C=C(c3cc4ccccc4c4ccccc34)C2)cc1,6%,3%,14,16%,9%,0,7%,?
CN1OC[C@@H]2CN(S(=O)(=O)c3cccc(C(F)(F)F)c3)[C@H](c3ccc(N4CCCCC4)cc3)C[C@@H]21,-4%,7%,2,0%,1%,78,-2%,-9%
O=C(/C=C/Nc1ccccc1)c1ccccc1,13%,-30%[inhibitor],7,20%,-10%,?,-1%[15.6 µM],-13%
